Bioassay records: PubChem BioAssay, Broad Institute
PAX8 reporter – inhibitors of PAX8-driven TPO luciferase reporter, primary screen, RMG-I cells, single concentration; inhibition, % at 12.6 µM; SteadyGlo, 24 h; AID 652154, 2013; 1.2% of 360,000 active;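 active = mean replicate inhibition at least 60% with every replicate also reaching 60%; inconclusive = only one of the two criteria is met; inactive = mean below 60% and not all replicates reaching 60%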;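 note: luciferase light reporting Pax8 driven TPO promoter activity; plate controls were median of neutral control wells for no effect and mitoxantrone controls for full effect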
miR122 inh – miR-122 Renilla sensor signal increase in Huh7, primary screen, miR-122 inhibitor project, cell-based, single point, plate reader; 0.3% of 340,000 active; AID 602342, 2012; activation (reporter increase), % at 12.5 µM; Huh7 miR-122 Renilla luciferase sensor, 48 h; neutral wells = 0, positive control = 100;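 active = mean replicate activation score at least 90 and every replicate individually at or above 90; inconclusive = only one of the two criteria met; inactive = neither criterion met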;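 note: higher luciferase means less miR-122 activity so hits act as miR-122 inhibitors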
DENV2 CPE – inhibitors of DENV2 cytopathic effect, primary screen, cell-based, plate reader, single concentration | DENV2-infected cells, cytopathic effect rescue | CPE inhibition, % at 9.99 µM | 1.7% of 350,000 active; in the data active = CPE inhibition above about 20%, passing the limit was not always enough; inconclusive = no clear call, values can overlap the other calls; tested in BHK-21 cells;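 note: 0% = median of neutral control wells and 100% = median of positive control wells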
F508del corr – F508del CFTR correction, initial screen, CFBE line, single point; CFBE cells, YFP halide quenching; stimulated with forskolin plus potentiator P3; % fluorescence drop versus neutral controls; activity (quench increase), % at 7.58 µM; AID 720511, 2013; 0.36% of 350,000 active;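 active = mean added fluorescence quench of at least 8% versus neutral control, with both replicates also reaching 8%; inconclusive = only one of the mean or replicate conditions met; inactive = mean below 8% and not both replicates reaching 8%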;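 note: cells transiently co-express mutant CFTR-F508del with the halide-sensitive YFP; corrector assay measuring rescue of mutant channel to the surface after 24 h compound exposure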
FN deposition inh – inhibitors of fibronectin matrix deposition, primary screen, AH1F cells, Alexa488-fibronectin fluorescence, plate reader; AH1F fibroblasts, overnight; inhibition, % at 12.6 µM; 0.086% of 350,000 active; AID 743247, 2014;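 active = mean inhibition across replicates of 30% or more, regardless of how many single replicates reach that level; inconclusive = mean under 30% yet at least half of replicates reach 30%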;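 note: positive control wells lacked labelled fibronectin entirely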
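Assay system: AH1F fibroblasts assembling fluorescent fibronectin matrix; Amount: 10000 AH1F cells per well; Buffer or medium: DMEM, 2% serum; Probe or stimulus: Alexa488-fibronectin, 24 nM final in well; Doses: single compound dose, delivered by pin transfer; Incubation: 1 h adhesion, overnight exposure; Measured by: fluorescence 485/525 nm; Read-out: fibronectin deposition inhibition.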
EWS-Fli block – EWS/Fli-driven NR0B1 reporter inhibitors, primary screen, A673 cells, NR0B1 luciferase, luminescence, MLPCN library; viability-normalised; inhibition, % at 12.6 µM; 0.67% of 350,000 active;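 active = mean inhibition of at least 50% after viability correction, with every replicate also passing that limit; inconclusive = mean reaches 50% but only one of two replicates passes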;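 note: firefly luciferase signal divided by Alamar Blue viability fluorescence both relative to DMSO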
GSIS activator – GLuc luminescence reporter in INS-1E cells, primary screen for activators of glucose-dependent secretion of insulin; INS-1E GLuc reporter insulin secretion, 2-3 h; activation, % at 16.6 µM; 0.61% of 370,000 active; AID 743287, 2014;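 active = lowest replicate activation of at least 40%, so every replicate reaches that level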;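 note: 0% = median of neutral control wells and 100% = median of IBMX positive control wells; some compounds called inactive have numbers as strong as hits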
* hit, by the source's call; ? = inconclusive; nt = not tested or not shown; & = joins results of further samples; [ ] = dose if it differs, or a comment.

SMILES	PAX8 reporter	miR122 inh	DENV2 CPE	F508del corr	FN deposition inh	EWS-Fli block	GSIS activator
COc1ccc(N2CCN(C(=O)c3ccc4c(c3)CCN4S(C)(=O)=O)CC2)cc1	-1	nt	-4	-2.7	-1	-9	1
O=C1CC2(CCN(S(=O)(=O)c3ccccc3)CC2)Oc2ccccc21	6	nt	9	-0.5	-5	4	-4
O=C(CCC(=O)N1CCN(c2cccc(Cl)c2)CC1)N1CCN(c2ccccc2)CC1	31	nt	5	3.5	2	2	-19
Cc1csc(NC(=O)c2ccco2)c1C(=O)c1ccccc1	-19	nt	-1	-1.5	1	6	7
CO[C@H]1CN(C)C(=O)c2ccc(NS(C)(=O)=O)cc2OC[C@@H](C)N(C(=O)C2CCCC2)C[C@@H]1C	-14	1[16.7 µM]	12	-1.0	6	-10	-2
CN1C(=O)c2cc(NC(=O)C3CC3)ccc2OC[C@H]2O[C@H](CC(=O)NCC3CCCCC3)CC[C@H]21	-8	-1[16.7 µM]	-11	-1.4	-2	-2	-20
CN1CCN(c2ccccc2NC(=O)COc2ccc(C3CCCCC3)cc2)CC1	15	-2	2	1.6	-6	20	3
Cc1ccc(S(=O)(=O)NC2c3cccc4cccc(c34)C2Sc2nc(C)cc(C)n2)cc1 (configuration not stated)	22	19	nt	nt	-6	nt	-4
O=C(N/N=C/c1cc(Br)ccc1O)c1cccc(N2CCCC2=O)c1	50	nt	nt	nt	0	nt	1
CCC1=NN(C(=O)c2ccccc2[N+](=O)[O-])C(O)(c2ccccc2)C1 (configuration not stated)	0	-1	9	-0.1	-11	-19	0
CCOC(=O)C(C)Sc1nnc(Cn2c(=O)sc3ccccc32)n1-c1ccccc1 (configuration not stated)	17	-3	-2	0.1	-3	-6	-5
CCS(=O)(=O)N1CCC(C(=O)NC2CCCCCCC2)CC1	nt	-3	nt	nt	-3	nt	-4
CCS(=O)(=O)N1CCC(C(=O)Oc2ccc(Br)cc2)CC1	7	nt	8	5.1	-5	2	1
COc1ccc(NS(=O)(=O)c2cc(NC(=O)c3cc(F)c(F)cc3Cl)ccc2N2CCOCC2)cc1	21	-17	-5	-9.8	19	6	-9
CC(=O)c1cccc(NC(=O)Cn2cnc(S(=O)(=O)N3CCCC3)c2)c1	-6	-2	0	-2.0	4	-13	13
C[C@@H]1CN([C@@H](C)CO)C(=O)c2cc(NC(=O)Cc3ccccc3)ccc2O[C@H]1CN(C)C(=O)Nc1cccc2ccccc12	1	-4[16.7 µM]	-8	-0.5	nt	4	9
Cc1ccc(N)cc1S(=O)(=O)N(C)C	5	-4	2	-2.3	9	-1	-5
COC(=O)C[C@H]1C[C@@H]2c3cc(NS(C)(=O)=O)ccc3O[C@@H]2[C@@H](CO)O1	-4	0[16.7 µM]	-2	-0.7	nt	5	22
COc1cccc(C#Cc2ccc([C@H]3[C@@H](CO)N4C(=O)CN(C(=O)Cc5cccnc5)C[C@@H]34)cc2)c1	nt	nt	-4	2.3	-10	-9	-9
CC(NC(=O)C1CC=CCC1C(=O)O)C1CC2CCC1C2 (configuration not stated)	14	2	nt	nt	11	nt	nt
O=C(/C=C/c1ccco1)NC(=S)Nc1ccccc1O	-66	9	6	0.0	-11	-33	-4
Cc1ccc(S(=O)(=O)Nc2ccc3c(c2)CC(=O)N([C@H](C)CO)C[C@H](C)[C@H](CN(C)S(=O)(=O)c2c(C)noc2C)O3)cc1	5	5[16.7 µM]	0	0.0	nt	-9	-5
CC1(C(=O)O)C=CCN1C(=O)c1ccccc1 (configuration not stated)	16	2	5	3.0	-17	-7	9
Cc1ccsc1CN(C)CC(=O)N(C)CC(=O)Nc1c(Cl)cccc1Cl	-6	1	8	-3.4	-3	0	nt
O=C(NCC[C@@H]1CC[C@@H](NS(=O)(=O)c2ccccc2)[C@@H](CO)O1)c1cc(Cl)cc(Cl)c1	3&-1	1[16.7 µM]	-3&10	3.8&1.3	-4&2	3&-11	-7&-25
O=C(Nc1cccc(C(=O)NC2CC2)c1)c1ccc(F)c(S(=O)(=O)N2CCOCC2)c1	-18	2	2	2.7	5	-34	25
CCOc1ccc(Cl)cc1CSc1ncn[nH]1	4	8	-4	nt	1	-17	13
Nc1cc(S(=O)(=O)Nc2cc(Cl)ccc2Cl)ccc1N1CCOCC1	13	33	0	-1.7	12	6	-24
CN1CCN(CCCNC(=O)Cn2ncc3c4ccccc4n(C)c3c2=O)CC1	12	9	1	-1.9	1	2	6
O=C(Nc1ccc(C(=O)N2CCOCC2)cc1)Nc1cccc2ccccc12	-72	0	1	nt	nt	-53	-19
Cc1c(NC(=S)N/N=C/c2ccc(Br)cc2)c(=O)n(-c2ccccc2)n1C	18	nt	3	0.5	-1	4	-17
c1csc(-c2csc3ncnc(NCCCN4CCOCC4)c23)c1	nt	-3	nt	nt	-3	nt	-28
COc1ccc(S(=O)(=O)N(C)C[C@H]2Oc3c(NS(=O)(=O)c4ccc(Cl)cc4)cccc3C(=O)N([C@@H](C)CO)C[C@H]2C)cc1	13	3[16.7 µM]	1	1.4	-7	-1	-14
CSc1ccc(CC(=O)N2CCC(n3nccc3NC(=O)C3CC3)CC2)cc1	-93	nt	-4	0.8	0	nt	4
O=C1NN(c2ccc(F)cc2)C(=O)/C1=C\c1cnn(-c2ccccc2)c1	7	nt	-2	1.9	4	-2	5
O=C(C[C@H]1CC[C@H](NS(=O)(=O)c2ccccc2)[C@H](CO)O1)N1CCN(c2ccccc2)CC1	-13	nt	6	4.0	nt	nt	4
ONC(=NCc1ccccc1)c1ccccc1	4	-3	-1	1.4	2	-18	-3
COc1ccc(NC(=O)CSc2nc3sc(C)c(C)c3c(=O)n2Cc2ccco2)cc1	nt	2	3	-2.0	nt	11	1
CCCNC(=O)Nc1ccc2c(c1)C(=O)N(C)[C@@H]1CC[C@H](CC(=O)NCCCN(C)C)O[C@H]1CO2	-15	22[16.7 µM]	0	-1.1	3	-8	1
Cc1ccc(C)c(NC(=O)c2cc(=O)c3ccccc3o2)c1	-155	nt	nt	nt	0	nt	24
CN(C(=O)CSc1nnn(C)n1)c1ccccc1	12	-2	-10	-1.9	-1	nt	8
CC(OC(=O)C1CCN(c2ccc(C(F)(F)F)cn2)CC1)C(=O)Nc1cccc([N+](=O)[O-])c1 (configuration not stated)	-4	nt	-10	-3.0	-1	1	nt
COc1cccc(-c2cn(CC[C@@H]3CC[C@H](NC(=O)CN(C)C)[C@H](CO)O3)nn2)c1	-4	nt	-11	-2.8	-4	-5	12
O=C(CNC(=S)N(CCCN1CCOCC1)Cc1cccs1)NCCN1CCOCC1	-3	1	nt	nt	9	nt	-3
O=C1NCCO1	3	0	-1	6.1	4	2	1
CCCCOC(=O)C1=C(C)Nc2ncnn2C1c1ccc(OCC)c(OC)c1 (configuration not stated)	3	-2	nt	nt	1	nt	nt
COCC(=O)N1CCCCN2[C@@H](CO)[C@@H](c3ccc(C#Cc4ccc(OC)cc4)cc3)[C@@H]2C1	-4	12[16.7 µM]	-7	-1.0	nt	nt	-13
CC1(C)CC(=O)C2=C(C1)OC1=C(C(=O)CC(C)(C)C1)C2c1ccccc1Cl	-6	nt	-8	-0.4	-2	8	14
C[C@H](CO)N1C[C@H](C)[C@@H](CN(C)S(=O)(=O)c2ccsc2)OCc2ccccc2-c2c(n(C)c3ccccc23)C1=O	-27	nt	-2	0.5	7	-5	10
C[C@@H]1CN([C@@H](C)CO)C(=O)c2cc(C#CCN(C)C)cnc2O[C@@H]1CN(C)Cc1ccc(F)cc1	nt	-2[16.7 µM]	-2	-2.2	3	-15	9
C[C@@H]1CCCCO[C@H](CN(C)C(=O)Nc2ccc3c(c2)OCO3)[C@H](C)CN([C@H](C)CO)C(=O)c2cc(NC(=O)Cc3ccccc3)ccc2O1	11	-13[16.7 µM]	-3	1.2	nt	6	-14
Cc1nc(-c2cccs2)ccc1C(=O)O	4	1	3	2.2	1	2	15
CCOC(=O)c1c(C)c(C(=O)N2CCc3ccccc3C2)c(C)n1CC	nt	-11	nt	nt	8	nt	7
Cc1cccc(NC(=O)c2ccc(Cl)c(S(=O)(=O)N3CCCCCC3)c2)n1	-3	2	?	-1.3	12	7	-17
O=C(NCCN1C(=O)S/C(=C/c2cccnc2)C1=O)C1=NN(c2ccccc2)C(=O)CC1	26	-1	0	-0.4	10	8	5
CCOc1ccc(NS(=O)(=O)c2ccc(C(=O)NCC(c3ccco3)N3CCCC3)cc2)cc1 (configuration not stated)	6	8	-8	-2.2	-8	-6	-11
CN1C(=O)c2cc(NS(=O)(=O)c3cccc(F)c3)ccc2OC[C@@H]2O[C@@H](CC(=O)O)CC[C@@H]21	-44	37[16.7 µM]	?	2.4	12	2	-4
Nc1ccc2nc(N3CCOCC3)sc2c1	-59	nt	1	-2.1	-2	-50	-4
CC(=O)Nc1ccc(NC(=O)c2ccc(CN3CCc4ccccc4C3)cc2)cc1	11	1	3	-0.4	-4	4	5
CCCCn1c(CCl)nc2cc(S(=O)(=O)N3CCOCC3)ccc21	-16	2	1	-1.5	-1	18	7
CCOc1cc(NC(=O)c2ccccn2)c(OCC)cc1NC(=O)c1ccc(OC)cc1	26	nt	-5	-0.8	-6	-1	12
NC(=O)CC(NC(=O)Cc1ccc(Br)cc1)c1ccc(NCc2ccc(F)c(F)c2)c([N+](=O)[O-])c1 (configuration not stated)	29	-10	nt	0.1	5	-4	-13
O=C(CSC1=NS(=O)(=O)c2ccccc2N1)Nc1cccc(F)c1	6	5	-6	0.4	1	2	5

Entries listed so far containing an aryl methoxy group:
SMILES	PAX8 reporter	miR122 inh	DENV2 CPE	F508del corr	FN deposition inh	EWS-Fli block	GSIS activator
COc1ccc(N2CCN(C(=O)c3ccc4c(c3)CCN4S(C)(=O)=O)CC2)cc1	-1	nt	-4	-2.7	-1	-9	1
COc1ccc(NS(=O)(=O)c2cc(NC(=O)c3cc(F)c(F)cc3Cl)ccc2N2CCOCC2)cc1	21	-17	-5	-9.8	19	6	-9
COc1cccc(C#Cc2ccc([C@H]3[C@@H](CO)N4C(=O)CN(C(=O)Cc5cccnc5)C[C@@H]34)cc2)c1	nt	nt	-4	2.3	-10	-9	-9
COc1ccc(S(=O)(=O)N(C)C[C@H]2Oc3c(NS(=O)(=O)c4ccc(Cl)cc4)cccc3C(=O)N([C@@H](C)CO)C[C@H]2C)cc1	13	3[16.7 µM]	1	1.4	-7	-1	-14
COc1ccc(NC(=O)CSc2nc3sc(C)c(C)c3c(=O)n2Cc2ccco2)cc1	nt	2	3	-2.0	nt	11	1
COc1cccc(-c2cn(CC[C@@H]3CC[C@H](NC(=O)CN(C)C)[C@H](CO)O3)nn2)c1	-4	nt	-11	-2.8	-4	-5	12
CCCCOC(=O)C1=C(C)Nc2ncnn2C1c1ccc(OCC)c(OC)c1 (configuration not stated)	3	-2	nt	nt	1	nt	nt
COCC(=O)N1CCCCN2[C@@H](CO)[C@@H](c3ccc(C#Cc4ccc(OC)cc4)cc3)[C@@H]2C1	-4	12[16.7 µM]	-7	-1.0	nt	nt	-13
CCOc1cc(NC(=O)c2ccccn2)c(OCC)cc1NC(=O)c1ccc(OC)cc1	26	nt	-5	-0.8	-6	-1	12
